High-throughput results: PubChem BioAssay, University of Kansas High Throughput Screening Laboratory
Pf apPOL block: Pf-apPOL DNA polymerase inhibition | Recombinant Pf-apPOL, molecular beacon fluorescence, 1.5 h | 210,000 tested, 0.25% active | inhibition, % at 10 µM
mHTT CaM bind: inhibitors of human mutant huntingtin-calmodulin interaction | P42858 | AID 1671202 | 190,000 tested, 3.6% active | inhibition, % at 15 µM | AlphaScreen His-mHTT/GST-CaM binding, luminescence;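 also: 0% = both proteins with DMSO and 100% = one protein alone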
Numbers without * were called inactive; . = not tested or not shown. Rule as the data show it: active = inhibition above about 50%; inactive = the rest.

SMILES	Pf apPOL block	mHTT CaM bind
C[C@H]1CN(C2CCCCC2)C(=O)[C@@H]1CC(=O)Nc1ccc(Br)cc1	-6	-8
CCc1ccc(NC(=O)Cn2cnc3c(-c4ccccc4)csc3c2=O)cc1	3	-14
Cc1ccc(NC(=O)C(=O)NCc2ccccc2Cl)cc1C	-18	-1
CCCNc1cc(N2CCCC(CCC(=O)N(C)Cc3cn(C)nc3C)C2)ncn1 (configuration not stated)	-3	5
Cc1noc(C2CN(C(=O)CSc3ccccc3)CC23CCOCC3)n1 (configuration not stated)	-3	1
Cc1ccc(N2CC(C(=O)NC3CCCCC3)CC2=O)cc1 (configuration not stated)	-4	21
COc1ccc(C(=O)N2CCC3(CC2)NC(=O)c2cccc(Cl)c2N3)cc1OC	-5	7
COc1cccc(C=Nc2ccc(Br)cc2F)c1O	-6	0
COCCNC(=O)C1COC2(CCCCC2)N1C(=O)c1ccccc1C (configuration not stated)	0	-2
CNC(=O)C1CN(C(=O)c2c(F)cccc2F)CC12CCCC2 (configuration not stated)	-1	-8
O=C1C(=Cc2ccccc2)CCCC1CN1CCOCC1 (configuration not stated)	-4	.
O=C(c1ccc2c(c1)OCO2)N1CC(C(=O)N2CCCC2)C(c2ccc(F)cc2)C1 (configuration not stated)	-1	5
O=[N+]([O-])c1cc(-c2ncnn2-c2cccc(Br)c2)ccc1Cl	0	18
CCOc1ccc(C2C(C#N)=C(N)Oc3n[nH]c(-c4cccs4)c32)cc1OCC (configuration not stated)	-7	8
Cc1c(C(=O)NCCCN2CCCC2=O)oc2ccc(S(=O)(=O)N3CCCCC3)cc12	-14	0
CCn1cc(CN2CCN(C(=O)c3sccc3C)CC2)ccc1=O	-4	-9
CCC(=O)Nc1ccc(C(=O)n2nc(C)cc2C)cc1	-3	3
COc1ccc(-c2coc3c4c(ccc3c2=O)OCN(C2CCS(=O)(=O)C2)C4)cc1 (configuration not stated)	-9	2
Cc1cccc(OCc2nnc(SCC(=O)Nc3nccs3)o2)c1	2	-1
Cc1ccc(-n2nc(C)c3sc(N4CCC(NC(=O)c5ccco5)CC4)nc32)cc1	-6	-2
O=C(CCC1CCN(c2cc(NC3CC3)ncn2)CC1)NCc1cccs1	-4	4
COCCCN1C(=O)C(O)=C(C(=O)c2ccc(C)o2)C1c1ccc([N+](=O)[O-])cc1 (configuration not stated)	-390	2
Cc1ccc(-c2nnc(NC(=O)c3ccc(S(=O)(=O)N4CCOCC4)cc3)o2)c(C)c1	-11	-12
O=C1NC(c2ccccc2)C(=C(O)c2ccccc2)C1=O (configuration not stated)	1	9
O=C(Cn1nc2n(c(=O)c1=O)CCN2c1ccccc1)Nc1ccc(OC(F)(F)F)cc1	-4	1
CCOC(=O)C[C@H]1c2ccccc2S(=O)(=O)N1Cc1ccc(Cl)cc1	0	-6
CCOc1cc(C2CC(=O)NC(SCC(N)=O)=C2C#N)ccc1O (configuration not stated)	-4	4
O=C(O)C12C3C4C1C1C2C3C41C(=O)O (configuration not stated)	-8	-5
Cc1csc2nc(CSc3ccc(Cl)cc3)c(Br)n12	0	4
COc1ccc(OC)c(NC(=O)c2ccc(SC)s2)c1	-3	.
O=C(NCCN1CCc2ccccc2C1)c1ccc2ncnc(N3CCCC3)c2c1	1	-1
Cc1ccc(C)c(-c2noc(-c3c(O)c4ccc(F)cc4[nH]c3=O)n2)c1	-17	2
CN1C(=O)NC(c2ccccc2F)C2=C1CN(CCc1ccccc1)C2=O (configuration not stated)	-2	11
Cc1cc(NC(=O)CCCOc2ccccc2)no1	-25	-1
c1ccc(Oc2nc(N3CCOCC3)nc3c2CN(Cc2cccs2)CC3)cc1	3	33
CCCCN(CCCC)CC1OCc2ccccc2CO1	-8	3
CC(CS(=O)(=O)c1ccccc1)N1CCCCC1 (configuration not stated)	10	-1
Cc1nn(-c2ccc(F)cc2)c2nc(C3CC3)nc(N3CCCCC3)c12	-2	-4
Cn1c(=O)c2c(nc(N3CCCC3)n2C)n(C)c1=O	.	0
Cc1nc2nc(SCC(=O)NCCCN3CCOCC3)nn2c(C)c1Cc1ccccc1	4	5
CCOC(=O)C1C(=O)C=C(c2cccs2)CC1c1ccc(C)cc1 (configuration not stated)	4	-2
COc1ccccc1N(CC(=O)Nc1cccc(C)c1C)S(=O)(=O)c1ccccc1	-15	4
Cc1cccc(-c2noc(C3CCCN3C(=O)Nc3ccccc3F)n2)c1 (configuration not stated)	-2	-12
CS(=O)(=O)c1ccc(CC(=O)Nc2cc(Cl)ccc2Cl)cc1	-6	-11
CCOC(=O)c1cnc2c(S(=O)(=O)C(C)C)csc2c1Sc1cccc(Cl)c1	-1	.

Sorted by molar mass (highest first): some entries from above.
SMILES	Pf apPOL block	mHTT CaM bind
Cc1ccc(-c2nnc(NC(=O)c3ccc(S(=O)(=O)N4CCOCC4)cc3)o2)c(C)c1	-11	-12
Cc1ccc(-n2nc(C)c3sc(N4CCC(NC(=O)c5ccco5)CC4)nc32)cc1	-6	-2
COc1ccc(C(=O)N2CCC3(CC2)NC(=O)c2cccc(Cl)c2N3)cc1OC	-5	7
CCOc1ccc(C2C(C#N)=C(N)Oc3n[nH]c(-c4cccs4)c32)cc1OCC (configuration not stated)	-7	8
O=C(NCCN1CCc2ccccc2C1)c1ccc2ncnc(N3CCCC3)c2c1	1	-1
COCCCN1C(=O)C(O)=C(C(=O)c2ccc(C)o2)C1c1ccc([N+](=O)[O-])cc1 (configuration not stated)	-390	2
O=[N+]([O-])c1cc(-c2ncnn2-c2cccc(Br)c2)ccc1Cl	0	18
Cc1noc(C2CN(C(=O)CSc3ccccc3)CC23CCOCC3)n1 (configuration not stated)	-3	1
Cc1cccc(-c2noc(C3CCCN3C(=O)Nc3ccccc3F)n2)c1 (configuration not stated)	-2	-12
COCCNC(=O)C1COC2(CCCCC2)N1C(=O)c1ccccc1C (configuration not stated)	0	-2
Cc1nn(-c2ccc(F)cc2)c2nc(C3CC3)nc(N3CCCCC3)c12	-2	-4
CCOc1cc(C2CC(=O)NC(SCC(N)=O)=C2C#N)ccc1O (configuration not stated)	-4	4
CCn1cc(CN2CCN(C(=O)c3sccc3C)CC2)ccc1=O	-4	-9
CCOC(=O)C1C(=O)C=C(c2cccs2)CC1c1ccc(C)cc1 (configuration not stated)	4	-2
CNC(=O)C1CN(C(=O)c2c(F)cccc2F)CC12CCCC2 (configuration not stated)	-1	-8
COc1ccc(OC)c(NC(=O)c2ccc(SC)s2)c1	-3	.
Cc1ccc(N2CC(C(=O)NC3CCCCC3)CC2=O)cc1 (configuration not stated)	-4	21
O=C1C(=Cc2ccccc2)CCCC1CN1CCOCC1 (configuration not stated)	-4	.
CCC(=O)Nc1ccc(C(=O)n2nc(C)cc2C)cc1	-3	3
Cn1c(=O)c2c(nc(N3CCCC3)n2C)n(C)c1=O	.	0
Cc1cc(NC(=O)CCCOc2ccccc2)no1	-25	-1

Further compounds follow:
SMILES	Pf apPOL block	mHTT CaM bind
COc1ccc2cc(C3OCCO3)c(Cl)nc2c1	-10	-6
CCN(CC)c1ncnc2sc(C(=O)Nc3cc(Cl)ccc3OC)c(C)c12	-1	-3
O=C(COc1ccc(C2=NCCS2)cc1)Nc1ccc(Cl)cc1	-9	.
O=C1CCCC2=C1C(c1ccccn1)Nc1ccc(C(=O)c3ccccc3)cc1N2 (configuration not stated)	3	6
Nc1ccc(C(=O)Nc2ccc(-c3nc4ccccc4[nH]3)cc2)cc1	0	22
CCOc1ccc(-n2nc(C(=O)Nc3ccccc3OCC)c3ccccc3c2=O)cc1	11	-5
O=C(NCCO)c1cc2sc3ccccc3c2s1	2	-1
Cc1noc(C)c1C1CCCN1Cc1cccc(Br)c1 (configuration not stated)	-1	-2
CC(=O)Nc1nonc1-c1ccccc1	-8	-8
C#CC[N+](C)(C)CC(=O)c1ccccc1	.	-8
Cc1cc(C(=O)Nc2nc3ccc(S(N)(=O)=O)cc3s2)no1	-3	-8
O=C(Nc1ccc(F)cc1)NC1CCS(=O)(=O)C1 (configuration not stated)	-1	-19
CCN1C(=O)Cc2cc(C(=O)NCc3cc(C)ccc3C)ccc21	-5	8
Cc1ccc(C2=C(C#N)C(N)=C(C#N)C3=CCCC32)c(C)c1 (configuration not stated)	.	19
Cc1ccc(C2CCCN2C(=O)NCc2ccccc2)cc1 (configuration not stated)	-2	-12
O=C(c1ccc2ncnc(N3CCCC3)c2c1)N1CCCC1	-2	5
Cc1ccc(C2=CC(c3ccc(F)cc3)n3ncnc3N2)cc1 (configuration not stated)	1	3
CCCS(=O)(=O)NCCC1CCN(C(=O)c2ccc(C)cc2)CC1	-4	41
Cc1ccc(C(=O)N2CCC3(CC2)Nc2cccnc2NC3=NC2CCCC2)cc1F	-4	24
Cn1cccc1C(CNC(=O)C12CC3CC(CC(C3)C1)C2)N1CCc2ccccc2C1 (configuration not stated)	-8	45
CCCCNc1ccc(C(=O)O)cc1	1	-2
c1ccc2c(Cn3cnc4ccccc43)cccc2c1	-7	30
Cc1ccc(NC(=O)C2C3C=CC(C3)C2C(=O)O)cc1 (configuration not stated)	-3	.
O=C(NCc1cccnc1)C1CC(=O)N(C2CC3CCC2C3)C1 (configuration not stated)	0	29
Cc1ccc(-c2cc(C(F)F)nc(S(C)(=O)=O)n2)cc1	-8	-1
O=c1ccc(-c2ccc(S(=O)(=O)N3CCC(N4CCCCC4)CC3)o2)n[nH]1	-3	3
CCOc1nccnc1NC1CCN(C(=O)c2ccccn2)CC1	-6	-2
Cc1ccc(C(O)=C2C(=O)C(=O)N(CCCN3CCOCC3)C2c2cccc([N+](=O)[O-])c2)cc1 (configuration not stated)	-7	3
COc1ccc(-n2c(CCC(=O)O)ccc2-c2cccs2)cc1Cl	-3	39
COc1ccc2[nH]c(C(=O)NCCSCc3ccc(F)cc3)cc2c1	-4	.
O=C(Nc1sc2c(c1C(=O)NCc1ccco1)CCCC2)c1ccccc1[N+](=O)[O-]	-13	27
CC1CCCN(C2CCN(Cc3ccc(Cl)cc3)CC2)C1 (configuration not stated)	-6	-1
Cc1ccc(-c2noc(C3CCCN3S(=O)(=O)c3c(C)c(C)cc(C)c3C)n2)cc1 (configuration not stated)	1	-24
Nc1ncnc2c1nc(Br)n2C1OC2COP(=O)(O)O[C@@H]2C1O (some centres not stated)	0	.
COC(=O)C1=C(N)C(=O)N(CCc2ccc(OC)c(OC)c2)C1	-3	3
CCCC1=NN(c2ccc(F)cc2)C(=O)/C1=C/N(C)C	-7	-8
O=C(O)CSc1nnc(-c2ccco2)n1-c1ccccc1	-4	-2
O=C(NCC(O)c1ccsc1)c1ccc2c(c1)OCO2 (configuration not stated)	-4	-5
CCNCC(=O)N1c2ccccc2CCc2ccc(NC(=O)OC(C)C)cc21	-1	-1
O=C(NCc1cccnc1)c1ccc(NC(=O)c2ccc([N+](=O)[O-])cc2)cc1	-10	-2
CC(C)N1C(=O)c2ccccc2C1C(=O)NC1CCCCCCC1 (configuration not stated)	-12	34
Cc1cc(C)c(NC(=O)CN2CCC(c3nc(-c4cccc(F)c4)no3)CC2)c(C)c1	2	6
CC(=O)NC(C(N)=O)C(SCc1ccccc1)c1c[nH]c2ccccc12 (configuration not stated)	1	2
CCCOc1cccc(C(=O)N2CCCCC2CCN2CCCCC2)c1 (configuration not stated)	-7	-6
O=C(CN1CCC2(CC1)N=C(c1ccc(Cl)cc1)C(=O)N2)Nc1ccc(F)cc1F	-3	-7
O=C(Nc1ccc(Oc2ccc3c(c2)C(=O)NC3=O)cc1)c1cccs1	-1	15
CCc1nn2c(CNC(=O)c3cc(F)cc(F)c3)c(C)nc2s1	-2	6
O=C(CCCc1ccccc1)Nc1ccccc1Br	3	-16
O=C(Nc1ccccc1)NC1CCCC1	-5	-4
CN(C)c1cc(N2CCCC(NS(C)(=O)=O)C2)ncn1 (configuration not stated)	-4	-8
O=C(Nc1cccc(F)c1)N1CCC(CCOc2cccnc2)CC1	-8	-1
CCOC(=O)N1CCc2nn(CC(=O)Nc3cccc(C(F)(F)F)c3)c(=O)cc2C1	-6	41
CCOC(=O)CC1(NC(=O)N2CCCC2c2cc(C(C)C)on2)CCCCC1 (configuration not stated)	3	4
Cc1ccc(CNC(=O)C2CCc3nc(N4CCN(C(=O)C5CCC5)CC4)sc3C2)o1 (configuration not stated)	1	9
COc1ccccc1NCN1C(=O)S/C(=C\c2ccc(F)cc2)C1=O	0	23
CC(NC(=O)c1cc2c(s1)CN(C1CC1)C2)c1ccccc1 (configuration not stated)	0	2
COc1ccc(C2=NOC(C(=O)Nc3ccc(C(C)=O)cc3)C2)cc1 (configuration not stated)	4	-10
Cc1ccc(C(=O)N2CCc3c(nc4cc[nH]n4c3=O)C2)cc1F	-4	-5
COc1ccc(OC)c(NC(=O)c2sc3ncnc(N4CCCCC4C)c3c2C)c1 (configuration not stated)	-2	13
Cc1ccc(C(=O)NCC2CCCN(S(=O)(=O)c3c(C)cc(C)cc3C)C2)cc1 (configuration not stated)	-5	-4
New compounds follow.
SMILES	Pf apPOL block	mHTT CaM bind
O=C(NCc1cccnc1)C(=O)NCc1cccnc1	1	-5
O=C(c1ccsc1)N1CCN(c2ncnc3c2CCC3)CC1	1	-7
O=C(NC1CCCCC1)c1ccc(-c2cnc(N3CCCCC3)nc2)cc1	5	-9
CCOC(=O)c1c(O)c2ccccc2oc1=O	8	1
COc1ccc(S(=O)(=O)CCC(=O)N2c3ccccc3CC2C)cc1 (configuration not stated)	3	-6
Cc1ccc(S(=O)(=O)N2CCC(c3noc(-c4cccc(F)c4)n3)CC2)cc1F	-2	-4
O=C1/C(=C/c2ccc(Br)c([N+](=O)[O-])c2)Sc2ccccc21	-33	13
COc1ccc([C@H]2C[C@H](O)[C@@H](n3cc(C4CC4)nn3)CN2Cc2cccs2)cc1	2	94*
O=C(NCc1ccc(F)cc1F)c1cc2c(s1)CCN(C(=O)c1ccc(F)cc1)C2	-4	-3
O=C1CCc2ccccc2CN1	-1	-1
COc1ccc(CNC(=O)N2CCc3cn(C)c4cccc(c34)C2)cc1	-4	17
NC(=O)CNc1n[nH]c(=O)[nH]c1=O	.	-9
Cc1onc(-c2ccccc2Cl)c1C(=O)Nc1ccc(Cl)cn1	-4	-7
Cc1oc(C2CCN(C(=O)c3ccc(Br)o3)CC2)nc1C(=O)N1CCCC1	-1	14
COc1ccc2cc3cc(C(=O)NCCCN4CCCC4)oc3nc2c1	-9	5

The list is partial; the hit share may differ from the screen's.
